Screening results deposited in PubChem by Broad Institute.
EZH2 inh = blocks human EZH2/PRC2 H3K27 methylation; Q15910; DELFIA TRF, 1 h; inhibition, % at 12.5 µM; 0.35% of 57,000 active; AID 651548;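 active = mean inhibition of replicates at least 50% and every single replicate also reaching 50%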;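 also: dimethyl H3K27 on biotinylated H3 21-44 peptide detected by antibody; plate controls were median neutral control wells for no effect and median positive control wells for full effect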
Target sequence (Q15910 whole entry, looked up): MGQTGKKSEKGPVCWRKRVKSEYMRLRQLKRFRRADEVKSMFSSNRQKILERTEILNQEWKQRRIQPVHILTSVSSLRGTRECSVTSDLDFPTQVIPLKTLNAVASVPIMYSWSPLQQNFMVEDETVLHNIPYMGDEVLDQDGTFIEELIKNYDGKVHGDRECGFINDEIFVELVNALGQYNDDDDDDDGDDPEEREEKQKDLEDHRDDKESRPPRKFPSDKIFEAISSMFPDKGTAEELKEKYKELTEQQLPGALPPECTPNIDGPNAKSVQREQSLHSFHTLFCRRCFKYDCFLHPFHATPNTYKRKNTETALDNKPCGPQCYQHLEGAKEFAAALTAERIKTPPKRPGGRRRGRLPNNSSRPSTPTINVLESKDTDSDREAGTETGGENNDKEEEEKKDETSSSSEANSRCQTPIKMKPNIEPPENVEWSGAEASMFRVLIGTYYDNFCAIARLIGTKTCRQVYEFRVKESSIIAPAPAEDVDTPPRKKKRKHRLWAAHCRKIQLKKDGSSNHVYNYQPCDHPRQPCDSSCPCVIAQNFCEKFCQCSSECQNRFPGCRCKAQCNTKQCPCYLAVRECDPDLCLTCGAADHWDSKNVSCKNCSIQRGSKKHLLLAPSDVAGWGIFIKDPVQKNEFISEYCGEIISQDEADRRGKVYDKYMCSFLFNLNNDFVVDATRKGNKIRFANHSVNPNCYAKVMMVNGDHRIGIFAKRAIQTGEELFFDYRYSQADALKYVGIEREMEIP
IDH1 mut inh = IDH1 R132H (human) inhibition; O75874; IDH1 R132H reductase, diaphorase/resazurin fluorescence, 60 min; inhibition, % at 10 µM; 0.18% of 70,000 active; AID 624101; in the data active = inhibition above about 34%;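 also: 0% = DMSO and 100% = no enzyme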
Starred values were filed as active, the others as inactive; · = not tested or not shown. A portion of the library, so the mix of outcomes need not match the whole.

Results follow in this order: EZH2 inh	IDH1 mut inh
> C[C@@H]1CCCCO[C@@H](CN(C)C(=O)CCC(F)(F)F)[C@H](C)CN([C@@H](C)CO)C(=O)c2cc(NS(=O)(=O)c3ccc(Cl)cc3)ccc2O1
    ·	1.3
> Cc1noc(C)c1NC(=O)Nc1cccc2c1O[C@H](CN(C)Cc1ccc(-c3ccccc3)cc1)[C@@H](C)CN([C@H](C)CO)C2=O
    -15	1.1
> COc1ccc(S(=O)(=O)N(C)C[C@@H]2Oc3ccc(NS(=O)(=O)c4ccccc4)cc3CC(=O)N([C@H](C)CO)C[C@@H]2C)cc1
    ·	1.0
> Cn1c(=O)oc2cc(S(=O)(=O)NCCC(=O)O)ccc21
    ·	1.7
> C[C@H]1CN([C@@H](C)CO)C(=O)c2cc(NC(=O)Nc3ccc(F)cc3)ccc2O[C@H]1CN(C)Cc1ccc2c(c1)OCO2
    -6	0.7
> C[C@@H]1CCCCO[C@@H](CN(C)Cc2ccc3c(c2)OCO3)[C@H](C)CN([C@@H](C)CO)C(=O)c2cc(NC(=O)CCCN(C)C)ccc2O1
    ·	3.2
> CC(C)NC(=O)Nc1ccc2c(c1)CC(=O)N([C@H](C)CO)C[C@@H](C)[C@H](CN(C)CC1CCCCC1)O2
    5	-3.8
> CO[C@H]1CN(C)C(=O)c2ccc(NS(=O)(=O)c3ccc(C)cc3)cc2OC[C@@H](C)N(C)C[C@H]1C
    2	-0.3
> CO[C@H]1CN(C)C(=O)c2cc(NC(=O)c3ccccc3F)ccc2OC[C@@H](C)N(CC2CCOCC2)C[C@H]1C
    -8	-0.1
> Cc1ccc(-c2ccc3c(c2)O[C@@H](CN(C)C(=O)CC2CC2)[C@@H](C)CN([C@H](C)CO)S3(=O)=O)cc1
    -4	1.0
> C[C@@H]1CN([C@@H](C)CO)C(=O)c2cc(NS(=O)(=O)c3cccs3)ccc2O[C@@H](C)CCCCO[C@H]1CN(C)Cc1ccccc1
    ·	0.6
> C[C@H](CO)N1C[C@H](C)[C@H](CN(C)Cc2ccc(-c3ccccc3)cc2)Oc2ccc(NC(=O)Cc3ccccc3)cc2C1=O
    ·	-0.8
> COc1cc(OC)cc(C2C(C#N)=C(N)Oc3n[nH]c(-c4cccnc4)c32)c1 (stereo not given)
    -5	-0.1
> Cc1noc(C)c1NC(=O)Nc1ccc2c(c1)CC(=O)N([C@@H](C)CO)C[C@H](C)[C@@H](CN(C)S(=O)(=O)c1cn(C)cn1)O2
    ·	-0.5
> Cn1c(Cn2nnc(-c3ccccc3)n2)nnc1SCC(N)=O
    ·	-0.6
> COc1ccc(S(=O)(=O)Nc2ccc3c(c2)CC(=O)N([C@@H](C)CO)C[C@@H](C)[C@H](CN(C)C(=O)NC2CCCCC2)O3)cc1
    ·	-0.2
> CC(C)NC(=O)Nc1ccc2c(c1)CC(=O)N([C@H](C)CO)C[C@H](C)[C@@H](CN(C)S(C)(=O)=O)O2
    4	3.8
> C[C@H](CO)N1C[C@H](C)[C@H](CN(C)C(=O)Nc2ccc(F)cc2)Oc2ccc(NC(=O)Cn3cnnn3)cc2CC1=O
    ·	2.8
> C[C@@H]1CN([C@@H](C)CO)C(=O)c2cc(-c3ccc(F)cc3)cnc2O[C@H]1CN(C)CC1CCCC1
    -11	-1.9
> Cc1nnc(SCC(=O)Nc2ccc(I)cc2C(C)C)s1
    -22	0.0
> NS(=O)(=O)c1cc2c(cc1Cl)NC(CSCc1ccccc1)=NS2(=O)=O
    ·	1.2
> CCC(=O)Nc1ccc2c(c1)C(=O)N(C)C[C@@H](OC)[C@@H](C)CN(Cc1ccncc1)[C@@H](C)CO2
    -2	-0.1
> CS(=O)(=O)N(CC(=O)Nc1ccc(Br)c(Cl)c1)c1cc(Cl)ccc1Cl
    13	-0.3
> C[C@@H]1CCCCO[C@H](CN(C)Cc2ccc3c(c2)OCO3)[C@@H](C)CN([C@@H](C)CO)C(=O)c2cc(NC(=O)CCC(F)(F)F)ccc2O1
    ·	1.3
> O=C(O)/C(=C/C(=O)c1ccc(F)cc1)Nc1ccc2[nH]c(=O)[nH]c2c1
    2	7.5
> CCn1cnc2cc(NCc3cccc(OC)c3O)ccc21
    8	-0.4
> CCCC#Cc1ccc2c(c1)O[C@@H](CN(C)Cc1cccnc1)[C@H](C)CN([C@H](C)CO)S2(=O)=O
    18	16
> COC(=O)c1cc(OC)c(OC)cc1NC(=O)COc1cc(C)c(Br)cc1C
    -25	-0.3
> C[C@H]1CN([C@@H](C)CO)C(=O)Cc2cc(NS(=O)(=O)c3cn(C)cn3)ccc2O[C@@H]1CN(C)C(=O)Nc1ccc(C(F)(F)F)cc1
    ·	0.1
> CC(=O)OC1CC2(C)C3CC=C4C(CC(O)C(O)C4(C)C)C3(C)CCC2(C)C1C(C)(O)C(=O)CCC(C)(C)O (stereo not given)
    ·	-0.1
> C[C@H]1CN([C@@H](C)CO)C(=O)c2cc(NC(=O)NC3CCCCC3)ccc2O[C@@H]1CN(C)Cc1ccncc1
    5	3.0
> C[C@H](CO)N1C[C@H](C)[C@@H](CN(C)C(=O)Nc2ccc(F)cc2)Oc2ccc(NC(=O)Cn3cnnn3)cc2C1=O
    ·	1.8
> O=C(C[C@@H]1CC[C@H](NC(=O)C2CCC2)[C@@H](CO)O1)NC1CCCCC1
    11	0.2
> CCN(CC)CCOc1ccc(/C(=C(\Cl)c2ccccc2)c2ccccc2)cc1
    -9	0.3
> COc1ccc(S(=O)(=O)N(C)C[C@@H]2Oc3ccc(NC(=O)C4CC4)cc3CC(=O)N([C@@H](C)CO)C[C@H]2C)cc1
    ·	-0.7
> Cc1noc(C)c1NC(=O)Nc1ccc2c(c1)C(=O)N([C@H](C)CO)C[C@@H](C)[C@H](CN(C)Cc1ccc(-c3ccccc3)cc1)O2
    -2	0.3
> C[C@@H]1CN([C@H](C)CO)C(=O)c2cc(NS(=O)(=O)c3ccc(F)cc3)ccc2O[C@@H](C)CCCCO[C@@H]1CN(C)Cc1ccc2c(c1)OCO2
    ·	-1.4
> O=C(Nc1ccccc1F)N[C@@H]1CC[C@@H](CCNC(=O)C2CC2)O[C@@H]1CO
    6	0.4
> C[C@H](CO)N1C[C@H](C)[C@H](CN(C)Cc2ccc3c(c2)OCO3)Oc2c(NS(=O)(=O)c3cccs3)cccc2C1=O
    ·	1.1
> C[C@@H]1CN([C@@H](C)CO)C(=O)c2c(c3ccccc3n2C)-c2ccccc2CO[C@@H]1CN(C)C
    -8	-0.8
> COc1ccccc1-c1nnc(SCC(=O)Nc2ccccc2)o1
    -7	-0.1
> COc1cc(Br)cc(/C=N/NC(=O)CCCCCCC(=O)Nc2ccccc2O)c1O
    -6	·
> Cc1cccc(NC(=O)CN(c2cc(Cl)c(Cl)cc2Cl)S(C)(=O)=O)c1
    1	-0.6
> Cc1noc(C)c1NC(=O)N(C)C[C@H]1Oc2ccc(NC(=O)CCN3CCOCC3)cc2C(=O)N([C@@H](C)CO)C[C@@H]1C
    ·	1.6
> CNC[C@H]1Oc2ccc(NC(=O)CCN3CCOCC3)cc2C(=O)N([C@@H](C)CO)C[C@@H]1C
    1	1.6
> CC(C)COC(=O)N(C)C[C@H]1OCc2ccccc2-c2ccccc2C(=O)N([C@H](C)CO)C[C@H]1C
    -1	-2.2
> Cc1noc(C)c1NC(=O)N[C@H]1CC[C@H](CC(=O)Nc2ccccc2)O[C@H]1CO
    6	-0.5
> CC(=O)N(C)C[C@@H]1Oc2cc(-c3cccc(F)c3)ccc2S(=O)(=O)N([C@H](C)CO)C[C@H]1C
    -10	-12
> C[C@@H]1CN([C@@H](C)CO)C(=O)c2cc(-c3ccncc3)cnc2O[C@H]1CN(C)S(=O)(=O)c1ccccc1
    ·	-0.3
> COC(=O)c1cc(C(=O)NCc2ccccc2OC)cc([N+](=O)[O-])c1
    4	-0.5
> C/C=C/c1ccc([C@H]2[C@@H](CO)N(C(=O)Cc3ccccn3)[C@H]2C#N)cc1
    ·	0.0
> CC(C)NC(=O)Nc1ccc2c(c1)C(=O)N([C@@H](C)CO)C[C@@H](C)[C@@H](CN(C)C(=O)Nc1ccc(F)cc1)OCCCC[C@@H](C)O2
    ·	2.0
> C[C@@H]1CN([C@@H](C)CO)C(=O)c2cccc(NS(=O)(=O)c3ccc(Cl)cc3)c2O[C@@H]1CN(C)S(=O)(=O)c1cn(C)cn1
    ·	-0.5
> O=C(NCCN1CCOCC1)C1COc2ccccc2O1 (stereo not given)
    ·	0.2
> C[C@@H]1CN([C@H](C)CO)S(=O)(=O)c2ccc(-c3ccncc3)cc2O[C@@H]1CN(C)Cc1cncnc1
    ·	-0.4
> C[C@@H]1CN([C@H](C)CO)C(=O)Cc2cc(NC(=O)CCN3CCOCC3)ccc2O[C@H]1CN(C)S(=O)(=O)c1cn(C)cn1
    ·	-0.4
> COc1cc(Br)cc(/C=N/NC(=O)CCCCC(=O)NO)c1O
    25	·
> Cc1ccc(S(=O)(=O)Nc2ccc3c(c2)C(=O)N([C@H](C)CO)C[C@H](C)[C@@H](CN(C)C(=O)Nc2c(C)noc2C)OCCCC[C@@H](C)O3)cc1
    ·	1.3
> C[C@@H]1CN([C@@H](C)CO)C(=O)c2cc(NC(=O)Nc3cccc4ccccc34)ccc2O[C@@H]1CN(C)C
    -4	-8.6
> C[C@@H]1CN([C@@H](C)CO)C(=O)c2cccc(NC(=O)Nc3cccc4ccccc34)c2O[C@H]1CN(C)S(=O)(=O)c1cccs1
    ·	-0.7

Part of the list above, with tabs:
smiles	EZH2 inh	IDH1 mut inh
O=C(NCCN1CCOCC1)C1COc2ccccc2O1 (stereo not given)	·	0.2
C[C@@H]1CN([C@H](C)CO)S(=O)(=O)c2ccc(-c3ccncc3)cc2O[C@@H]1CN(C)Cc1cncnc1	·	-0.4
C[C@@H]1CN([C@H](C)CO)C(=O)Cc2cc(NC(=O)CCN3CCOCC3)ccc2O[C@H]1CN(C)S(=O)(=O)c1cn(C)cn1	·	-0.4
COc1cc(Br)cc(/C=N/NC(=O)CCCCC(=O)NO)c1O	25	·
Cc1ccc(S(=O)(=O)Nc2ccc3c(c2)C(=O)N([C@H](C)CO)C[C@H](C)[C@@H](CN(C)C(=O)Nc2c(C)noc2C)OCCCC[C@@H](C)O3)cc1	·	1.3
C[C@@H]1CN([C@@H](C)CO)C(=O)c2cc(NC(=O)Nc3cccc4ccccc34)ccc2O[C@@H]1CN(C)C	-4	-8.6

Later entries:
Results follow in this order: EZH2 inh	IDH1 mut inh
> C[C@@H]1CN([C@H](C)CO)C(=O)c2cc(NS(=O)(=O)c3ccc(Cl)cc3)ccc2O[C@@H]1CN(C)Cc1ccc(C(F)(F)F)cc1
    ·	0.5
> COc1cc(CO)cc(I)c1OCc1cccc(C(=O)O)c1
    -11	-0.2
> COc1cc([C@@H]2C3C=C([C@H]4Oc5cc(O)cc(O)c5C(=O)[C@@H]4O)[C@H]4[C@@H]2COC4(O)C3=O)ccc1O
    ·	-0.1
> C[C@@H]1CN([C@@H](C)CO)C(=O)c2cc(NC(=O)NC3CCCCC3)ccc2O[C@@H](C)CCCCO[C@@H]1CN(C)C(=O)CCCN(C)C
    ·	3.5
> CCC(=O)N[C@@H]1C=C[C@@H](CC(=O)NCc2cc(F)cc(F)c2)O[C@@H]1CO
    6	0.3
> CO[C@H]1CN(C)C(=O)c2cc(NC(C)=O)ccc2OC[C@@H](C)N(CC2CCCCC2)C[C@H]1C
    2	·
> C=CCNC(=O)[C@H]1[C@@H]2C(=O)O[C@@H](c3ccccc3)[C@@H](c3ccccc3)N2[C@@H](c2ccccc2OCCO)[C@]12C(=O)N(C(=O)OCCOC)c1ccc(C#CC3=CCCCC3)cc12
    -13	0.3
> Cc1ccc(OCC(=O)Nc2ccc3oc(-c4ccc(F)cc4)nc3c2)cc1C
    -9	0.2
> CC(C)C#Cc1ccc2c(c1)O[C@H](CN(C)C(=O)c1cccc(F)c1)[C@@H](C)CN([C@@H](C)CO)S2(=O)=O
    -2	0.2
> CCOC(=O)Cc1cc(C(=O)c2ccc(OC)cc2)sc1-c1ccc(OC)cc1
    50	-0.8
> CCCC#Cc1cnc2c(c1)C(=O)N([C@@H](C)CO)C[C@@H](C)[C@@H](CN(C)Cc1ccncc1)O2
    ·	0.0
> CCCC#Cc1cnc2c(c1)C(=O)N([C@@H](C)CO)C[C@@H](C)[C@@H](CN(C)Cc1ccccc1F)O2
    -9	-3.8
> CC(C)CC#Cc1cnc2c(c1)C(=O)N([C@@H](C)CO)C[C@H](C)[C@H](CN(C)C(=O)c1ccc3c(c1)OCO3)O2
    8	-6.5
> C[C@H](CO)N1C[C@H](C)[C@H](CN(C)C(=O)Nc2ccc(C(F)(F)F)cc2)Oc2ccc(NC(=O)Nc3ccc4c(c3)OCO4)cc2C1=O
    ·	-0.7
> CNC[C@@H]1Oc2ccc(NS(=O)(=O)c3c(C)noc3C)cc2CC(=O)N([C@H](C)CO)C[C@@H]1C
    ·	4.5
> COc1ccc(CNC(=O)C[C@H]2CC[C@H](NC(=O)c3ccc4c(c3)OCO4)[C@@H](CO)O2)cc1
    -6	0.1
> C[C@@H]1CN([C@H](C)CO)C(=O)c2cc(C3=CCCCC3)cnc2O[C@H]1CN(C)Cc1ccccn1
    -3	-3.0
> CN1CCN(C(=O)C[C@@H]2C[C@H]3c4cc(NC(=O)NC5CCCC5)ccc4O[C@H]3[C@H](CO)O2)CC1
    17	-0.2
> C[C@@H]1CN([C@H](C)CO)S(=O)(=O)c2ccc(C#C[C@@H](C)O)cc2O[C@@H]1CN(C)Cc1ccccc1
    0	·
> O=C(C[C@@H]1CC[C@@H](NS(=O)(=O)c2ccc(F)cc2)[C@@H](CO)O1)NCCc1ccncc1
    -2	0.6
